Source: PubChem BioAssay
PAD4 FP inh = human PAD4 inhibitors, primary screen, biochemical, fluorescence polarization, 1536-well format; AID 485272, 2010; 0.41% of 330,000 active; inhibition, % at 6.36 µM; recombinant PAD4, RCA probe fluorescence polarization;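 active means percent inhibition above a cutoff equal to the mean of all tested compounds plus 3 SD, cut at about 15% in these data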;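 further: 0% = PAD4 with RCA probe and DMSO and 100% = probe without PAD4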
TPT1 inh = Candida albicans TPT1 enzyme inhibitors, primary screen, biochemical, fluorescence polarization; tRNA 2'-phosphotransferase TPT1 (Candida albicans SC5314); recombinant caTPT1, FP RNA substrate dephosphorylation; inhibition, % at 5 µM; 0.81% of 300,000 active; AID 1962, 2009;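 active means inhibition above the mean of all tested compounds plus 3 SD, set per screening campaign, cut at about 24% in these data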;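 further: plate controls were DMSO alone for no effect and ferristatin control at 100 nM for full effect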
GSTO1 counter = inhibitors of recombinant GSTO1, primary screen, counter-screen for RBBP9 inhibitor project, biochemical, fluorescence polarization | activity-based probe fluorescence polarization | inhibition, % at 5.96 µM | 1.1% of 300,000 active;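 active means inhibition above the campaign mean inhibition plus 3 SD, cut at about 35% in these data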;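 further: 0% = GSTO1-1 with DMSO and 100% = wells lacking GSTO1-1 enzyme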
Target sequence (P78417 whole entry, looked up): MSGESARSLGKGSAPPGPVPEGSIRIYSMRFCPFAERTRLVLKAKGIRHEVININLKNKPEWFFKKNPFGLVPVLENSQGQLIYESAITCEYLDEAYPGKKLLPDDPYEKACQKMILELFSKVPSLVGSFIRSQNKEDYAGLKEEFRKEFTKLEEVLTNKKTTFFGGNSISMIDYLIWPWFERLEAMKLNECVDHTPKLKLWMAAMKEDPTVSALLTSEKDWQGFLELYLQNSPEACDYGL
MEX-5 binding = MEX-5 zinc finger RNA-binding disruptors – biochemical, C. elegans, fluorescence polarization, MLPCN library, primary screen. 0.38% of 300,000 active. MEX-5/FITC-TCR2 RNA binding; active compounds read low. activity score (negative = inhibition of binding), % at 10 µM. Zinc finger protein mex-5 (Caenorhabditis elegans), Q9XUB2;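 active means inhibition past about -25% in most replicates, and total fluorescence under double the plate's negative control median, limit read from the data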;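 further: 0% = DMSO and -100% = 5 µM competing unlabeled TCR2 RNA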
PME-1 inh = PME-1 inhibitors via competitive probe labeling, primary screen, biochemical, fluorescence polarization, FP-Rh probe, HTS | 0.53% of 320,000 active | AID 2130, 2009 | recombinant PME-1 | inhibition, % at 5.9 µM;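 active means inhibition above the campaign mean of all compounds plus 3 SD, cut at about 26% in these data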;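 further: competitive labeling of PME-1 active site by serine hydrolase directed probe; 0% = PME-1 with DMSO and 100% = wells lacking PME-1 enzyme; inhibitors block probe labeling so polarization falls and inhibition rises; many of its hits are not listed in these tables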
Fam108B counter = mouse Fam108B serine hydrolase inhibitors, primary screen, counter-screen for RBBP9 inhibitor project, biochemical, fluorescence polarization; 0.33% of 300,000 active; inhibition, % at 9.51 µM; recombinant Fam108B, FP-Rh probe fluorescence polarization;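 active means inhibition above the screen mean inhibition plus 3 SD, computed separately per campaign, cut at about 18% in these data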;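 further: inhibitors lower polarization as less probe binds the enzyme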
Bcl-xL primary = inhibitors of human Bcl-xL, primary screen, biochemical, fluorescence polarization, HTS. Bcl-2-like protein 1 (Homo sapiens), Q07817. GST-Bcl-xL / FITC-Bim BH3 peptide fluorescence polarization. inhibition, % at 10.9 µM. 0.7% of 320,000 active;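 active means inhibition above the mean of all tested compounds plus 3 SD, cutoff set per campaign, cut at about 30% in these data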;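 further: 0% = DMSO wells and 100% = unlabeled Bim-BH3 peptide competitor; inhibitors lower millipolarization by displacing the labeled peptide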
Target sequence (Q07817 whole entry, looked up): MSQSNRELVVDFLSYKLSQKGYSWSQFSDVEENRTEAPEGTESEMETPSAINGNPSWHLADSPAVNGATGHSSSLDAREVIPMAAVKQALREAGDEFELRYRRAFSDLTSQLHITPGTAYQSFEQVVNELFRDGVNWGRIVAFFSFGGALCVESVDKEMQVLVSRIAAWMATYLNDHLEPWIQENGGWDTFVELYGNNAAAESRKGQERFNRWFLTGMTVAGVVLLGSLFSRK
MCL1 BIM primary = inhibitors of MCL1 binding to BIM-BH3, primary screen, biochemical, fluorescence polarization. Induced myeloid leukemia cell differentiation protein Mcl-1 (Homo sapiens), Q07820. GST-MCL1 / FITC-Bim-BH3 fluorescence polarization. inhibition, % at 10.9 µM. 0.68% of 320,000 active. AID 2057, 2009;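 active means inhibition above the mean inhibition of all tested compounds plus 3 SD, set per campaign, cut at about 40% in these data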;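 further: 0% = DMSO wells and 100% = unlabeled Bim-BH3 peptide control; higher means more loss of mP so more displacement of Bim peptide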
GLD-1 RNA inh = GLD-1/TGE RNA complex disruptors, primary screen, biochemical, fluorescence polarization; Female germline-specific tumor suppressor gld-1 (Caenorhabditis elegans), Q17339; purified GLD-1 + fluorescein TGE RNA; inhibition, % at 5.96 µM; 0.44% of 320,000 active; AID 2280, 2010;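 active means percent inhibition above a per-plate cutoff, the plate mean of test compounds plus 3 SD, cut at about 30% in these data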;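 further: 0% = DMSO wells with GLD-1 and probe and 100% = wells lacking GLD-1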
Target sequence (Q17339 whole entry, looked up): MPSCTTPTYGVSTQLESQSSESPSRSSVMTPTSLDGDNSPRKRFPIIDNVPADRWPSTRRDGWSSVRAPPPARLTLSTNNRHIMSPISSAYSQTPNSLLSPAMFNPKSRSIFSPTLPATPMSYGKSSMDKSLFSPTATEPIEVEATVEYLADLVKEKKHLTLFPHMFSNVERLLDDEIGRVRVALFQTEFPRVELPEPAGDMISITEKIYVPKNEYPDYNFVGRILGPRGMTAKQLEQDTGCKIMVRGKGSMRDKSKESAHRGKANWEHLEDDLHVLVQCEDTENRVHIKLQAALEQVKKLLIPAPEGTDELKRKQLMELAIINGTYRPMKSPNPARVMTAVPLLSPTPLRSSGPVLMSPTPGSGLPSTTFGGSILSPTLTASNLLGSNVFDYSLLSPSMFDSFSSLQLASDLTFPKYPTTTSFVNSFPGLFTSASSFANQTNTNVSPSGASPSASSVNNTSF
An asterisk follows results filed as active; / = no result given. Not all compounds are listed; count on the stated rates, not on these rows.

molecule	PAD4 FP inh	TPT1 inh	GSTO1 counter	MEX-5 binding	PME-1 inh	Fam108B counter	Bcl-xL primary	MCL1 BIM primary	GLD-1 RNA inh
COCc1nnc(NC(=O)c2ccc(S(=O)(=O)N3CCCc4ccccc43)cc2)o1	-2	-6	3	-0.8	3	0	1	-3	0
O=C(Nc1ccc(Cl)c([N+](=O)[O-])c1)Nc1nc2ccccc2s1	-4	-3	-21	0.3	0	-7	7	0	3
CCOC(=O)c1c(C)c(C(=O)NC(C)COC)c(C)n1CC (configuration not stated)	3	-3	1	-3.6	3	4	9	10	0
COc1ccc(NC(=S)NCCC(c2ccccc2)c2ccccc2)c(OC)c1	0	0	-4	1.1	2	-2	3	7	9
O=C(CNC(=O)OCc1ccccc1)NCC(=O)N1CCCC1C(=O)OCc1ccccc1 (configuration not stated)	-1	-5	7	0.2	-7	-1	2	3	7
O=C(NCC1CCCO1)c1cccc(Oc2c(Cl)cccc2[N+](=O)[O-])c1 (configuration not stated)	4	-1	2	2.9	3	3	2	9	7
Cc1ccoc1C(=O)NCc1occc1C(=O)O	2	-2	-1	-2.8	4	-2	8	10	3
CC(C)c1ccc(NC(=O)c2cccc(Br)c2)cc1	-3	-2	-5	-0.7	-5	0	4	9	-5
CCCS(=O)(=O)N1CCCC(C(=O)NCCN(CC)CC)C1 (configuration not stated)	0	-5	-1	-1.3	-9	-2	-2	-2	9
CC(OC(=O)c1cccnc1)C(=O)NCc1ccc2c(c1)OCO2 (configuration not stated)	-1	4	2	1.5	-4	2	-8	-10	-3
Cc1nc(C(C)N(C)Cc2c(C(=O)N3CCCCC3)nc3c(C)cccn23)c(C)s1 (configuration not stated)	0	1	5	-1.0	4	-3	4	10	4
COc1ccc(C)cc1NCc1cc(=O)oc2cc(-c3ccccc3)c(O)cc12	-1	-2	5	3.7	-5	-4	-3	-2	6

Following part
molecule	PAD4 FP inh	TPT1 inh	GSTO1 counter	MEX-5 binding	PME-1 inh	Fam108B counter	Bcl-xL primary	MCL1 BIM primary	GLD-1 RNA inh
Cc1nn(Cc2ccc(Cl)cc2)c(C)c1NC(=O)c1noc2c1CCc1ccccc1-2	-2	-1	3	-2.3	-3	-11	1	2	3
O=C(Nc1cccc(Cl)c1)c1ccncc1	-6	2	-6	0.1	-9	-1	1	-2	-1
CCOc1ccc(N2C(=O)c3cccnc3C2Nc2ccc(C)cc2)cc1 (configuration not stated)	-2	0	6	-3.6	5	2	0	0	0
CCN1CCCC1CNC(=O)C(=O)NC (configuration not stated)	-2	-3	10	-0.6	-2	-2	4	20	0
COc1ccc(-c2nn(-c3ccccc3)cc2CN(C)CCn2ccnc2C)c(F)c1	0	0	-3	1.0	0	2	1	4	-1
O=C(Nc1ccc(Br)cc1)Nc1ccccc1F	-3	-1	-1	-0.2	-16	-3	2	5	-7
COC(=O)Cc1[nH]n(-c2ccccc2)c(=O)c1C(C)=Nc1ccccc1	-6	-2	-2	-1.1	1	2	4	8	4
COc1cccc2c(=O)ccoc12	-3	-2	12	-0.6	6	3	-1	1	3
CCc1ccc(/C=C2\Oc3c(ccc(O)c3CN3CCN(CCO)CC3)C2=O)cc1	-2	12	-10	-30*	-10	1	51*	49*	8
Cn1cnnc1Sc1nc([N+](=O)[O-])nn1C	3	-2	5	-0.1	-1	-2	3	12	4
O=C(CCN1C(=O)c2ccccc2S1(=O)=O)Nc1cccc(F)c1	3	-5	5	0.8	9	-1	2	-5	0
Cc1cnc(NC(=O)CC2CCCC2)s1	2	-2	-5	-0.4	2	-3	7	2	-3

Next section.
molecule	PAD4 FP inh	TPT1 inh	GSTO1 counter	MEX-5 binding	PME-1 inh	Fam108B counter	Bcl-xL primary	MCL1 BIM primary	GLD-1 RNA inh
O=C(c1cccs1)N1CCN(Cc2cccc([N+](=O)[O-])c2)CC1	-6	2	0	0.8	8	2	2	0	-2
CN1CCc2c1nc1ccccc1c2N=C1CCCN1Cc1ccccc1	0	-3	0	-2.2	-1	0	4	-6	6
CC(=O)N1N=C(c2ccc(C)o2)CC1c1cccc(F)c1 (configuration not stated)	-3	0	3	-0.2	0	1	7	8	5
COc1cc(NC(=O)CSc2nnnn2C2CCCC2)cc(OC)c1	-3	2	7	-0.1	-10	2	-1	-4	9
C[C@H](NCCc1ccc(O)cc1)[C@H](O)c1ccc(O)cc1	-2	-3	3	/	-1	1	0	6	1
CC1CCN(C(=S)c2cn(Cc3ccc(F)cc3)c3ccccc23)CC1	-3	0	2	2.4	-1	-3	3	2	-6
NC(=O)NC(=O)CSc1ccccc1	-2	-2	8	0.2	-2	8	3	5	1
CN(C)N1C(N)=C(C#N)C(c2ccsc2)C2=C1CC(C)(C)CC2=O (configuration not stated)	5	0	1	0.7	6	2	8	4	4
O=C(CSc1ccc(-c2cccnc2)nn1)Nc1ccc(F)c(F)c1	-2	-2	0	-2.9	1	3	-3	-7	-6
COc1ccc(NC(=O)c2csc(Cc3ccccc3)n2)cc1	2	6	-3	0.3	-8	3	-2	0	-3
O=C(NCCCn1ccnc1)/C(=C/c1ccc(Cl)cc1)NC(=O)c1ccccc1	-7	2	2	2.8	-7	2	-1	-3	0
CCCC(C)NC(=O)Cc1ccc(S(=O)(=O)N2CCOCC2)s1 (configuration not stated)	-1	/	/	/	7	/	0	-2	-4

Following part.
molecule	PAD4 FP inh	TPT1 inh	GSTO1 counter	MEX-5 binding	PME-1 inh	Fam108B counter	Bcl-xL primary	MCL1 BIM primary	GLD-1 RNA inh
CC(C)CNC(=O)C1CCN(c2ccc(S(=O)(=O)N3CCOCC3)cc2[N+](=O)[O-])CC1	1	0	3	0.7	-2	1	2	-4	-3
CC(C)c1ccc(/C=N/NC(=O)C(=O)NCCCN2CCOCC2)cc1	-14	4	10	2.2	-10	-7	1	8	-2
Cn1c(COc2ccc3ccccc3c2)nnc1SCC(N)=O	-3	6	7	-2.2	-1	-2	0	-3	3
COc1cccc(CNc2nc3ccccc3n2C)c1O	1	2	4	-3.4	-3	0	-2	0	5
Cc1ccc(NC(=O)C2(N(C(=O)Cn3nnnc3N)c3ccc(C)cc3)CCCCC2)cc1	-5	3	-5	-2.1	-4	-2	2	4	2
CCN(CC)c1ccc(/C=N/NC(=O)CCC(=O)NCc2ccccc2)c(O)c1	-3	1	4	-1.6	7	0	10	16	3
Cc1ccc(C(=O)O/N=C(\N)c2cccnc2)cc1[N+](=O)[O-]	-2	0	0	1.8	5	6	4	-3	2
CC(=O)NC12CC3CC(C1)CC(C(=O)NCC(=O)Nc1c(C)cc(C)cc1C)(C3)C2	-1	/	/	/	1	/	2	7	-4
CCCn1c(=O)[nH]c(=O)c2c(C(=O)OCC)cc(-c3cccs3)nc21	-2	-4	-4	-10	2	3	13	7	14
O=C1CCN(S(=O)(=O)c2ccccc2)CCN1CCOCc1ccc(C(F)(F)F)cc1	1	-4	0	4.6	1	2	4	-1	28
c1ccc(C2CC(c3cccs3)Nc3nnnn32)cc1 (configuration not stated)	-4	-1	1	2.2	-1	-1	0	-3	6
CN(C)S(=O)(=O)c1cccc(C(=O)Nc2n[nH]c(C(F)(F)F)n2)c1	2	-2	4	0.7	-6	6	0	2	7

Of the compounds above, these have a CF3 group.
molecule	PAD4 FP inh	TPT1 inh	GSTO1 counter	MEX-5 binding	PME-1 inh	Fam108B counter	Bcl-xL primary	MCL1 BIM primary	GLD-1 RNA inh
O=C1CCN(S(=O)(=O)c2ccccc2)CCN1CCOCc1ccc(C(F)(F)F)cc1	1	-4	0	4.6	1	2	4	-1	28
CN(C)S(=O)(=O)c1cccc(C(=O)Nc2n[nH]c(C(F)(F)F)n2)c1	2	-2	4	0.7	-6	6	0	2	7

Next part:
molecule	PAD4 FP inh	TPT1 inh	GSTO1 counter	MEX-5 binding	PME-1 inh	Fam108B counter	Bcl-xL primary	MCL1 BIM primary	GLD-1 RNA inh
COc1cccc(NC(=S)Nc2ccc(O)cc2)c1	-6	3	13	-1.0	0	1	14	18	-5
Cc1cc(=O)oc2cc(OCC(=O)N(C)C3CCS(=O)(=O)C3)c(Cl)cc12 (configuration not stated)	-2	-1	-2	2.2	1	3	5	5	0
Clc1ccc(CNc2nnnn2-c2ccccc2)c(Cl)c1	-5	-4	-3	-0.9	3	-1	2	3	6
O=C(N/C(=C\c1ccccc1)C(=O)N1CCCCC1)c1ccc(Br)o1	6	-1	-4	2.6	0	11	6	4	-5
COc1ccccc1-c1ccc(SCc2cccc(C)c2)nn1	-4	3	-7	-1.2	-3	0	4	1	1

Filtered by structure: the compounds so far containing an aryl thioether with sulfur outside any ring
molecule	PAD4 FP inh	TPT1 inh	GSTO1 counter	MEX-5 binding	PME-1 inh	Fam108B counter	Bcl-xL primary	MCL1 BIM primary	GLD-1 RNA inh
Cn1cnnc1Sc1nc([N+](=O)[O-])nn1C	3	-2	5	-0.1	-1	-2	3	12	4
COc1cc(NC(=O)CSc2nnnn2C2CCCC2)cc(OC)c1	-3	2	7	-0.1	-10	2	-1	-4	9
NC(=O)NC(=O)CSc1ccccc1	-2	-2	8	0.2	-2	8	3	5	1
O=C(CSc1ccc(-c2cccnc2)nn1)Nc1ccc(F)c(F)c1	-2	-2	0	-2.9	1	3	-3	-7	-6
Cn1c(COc2ccc3ccccc3c2)nnc1SCC(N)=O	-3	6	7	-2.2	-1	-2	0	-3	3
COc1ccccc1-c1ccc(SCc2cccc(C)c2)nn1	-4	3	-7	-1.2	-3	0	4	1	1
